dFosB act = enhances mouse delta FosB homodimer DNA binding. P13346. purified delta FosB, TAMRA-CDK5 oligo fluorescence polarization; percent of positive-control signal above neutral wells. activation, % at 25 µM. hit rate 0.99% among 340,000. AID 493131;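 active = mean activation above about 17%, with every replicate also reaching it, limit read from the data, passing the limit was not always enough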;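 note: fluorescence polarization rise as delta FosB binds a TAMRA Cdk5 AP-1 oligo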
Target sequence (P13346 whole entry, looked up): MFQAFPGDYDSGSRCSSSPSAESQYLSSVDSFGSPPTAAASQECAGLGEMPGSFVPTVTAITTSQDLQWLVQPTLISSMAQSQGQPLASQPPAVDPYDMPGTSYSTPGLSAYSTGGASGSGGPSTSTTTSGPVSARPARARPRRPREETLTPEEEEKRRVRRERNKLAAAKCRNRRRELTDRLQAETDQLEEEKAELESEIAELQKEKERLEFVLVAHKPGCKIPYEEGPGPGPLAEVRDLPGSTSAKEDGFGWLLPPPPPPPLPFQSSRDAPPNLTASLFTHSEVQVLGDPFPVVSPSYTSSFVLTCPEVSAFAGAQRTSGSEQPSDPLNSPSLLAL
MITF TRPM1 HTS = activators of MITF-driven TRPM1 promoter activity in SK-MEL-5 cells; SK-MEL-5 TRPM1-promoter luciferase, 24 h; % of positive control, neutral wells = 0; activation, % at 12.5 µM; hit rate 0.75% among 300,000;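 active = mean activation of at least 80% with every replicate also reaching 80%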;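 note: 0% = neutral control wells and 100% = parthenolide positive control wells; values of inactives mirror those of a sister screen read the other way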
PKA-R1A act = PKA-R1A complex activation; activation, % at 11.4 µM; P00514+P68181; PKA-R1A dissociation, Cy5-IP20 fluorescence polarization; scaled: DMSO 0%, 113 µM cGMP 100%; hit rate 0.083% among 340,000;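 active = percent activation above the mean of all tested compounds plus 3 SD, cut at about 19% in these data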;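 note: higher means more PKAc released from R1A so a rise in polarization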
Arr AP2 block = human beta-arrestin and AP2 interaction inhibition; hit rate 0.31% among 340,000; inhibition, % at 10 µM; FITC-arrestin peptide / GST-AP2 beads, flow cytometry; AP2 beta2 appendage carries R879A mutation;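 active = inhibition above a set limit, near 3 SD of compounds lacking own fluorescence, cut at about 54% in these data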;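 note: plate controls were DMSO wells for no effect and 5 µM unlabelled arrestin peptide for full effect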
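System: GST-AP2 R879A glutathione beads | Also added: FITC-arrestin peptide, 50 nM | Times: 12 min plus 1 h, RT | Signal: Bead flow cytometry, FITC channel | Buffer or medium: PBS with 0.05% Tween 20 and 0.1% BSA | Read-out basis: Percent drop in bead-associated FITC signal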
NSD2 HMT inh = inhibitors of human histone methyltransferase NSD2. O96028. NSD2 peptide methylation, AlphaScreen, 120 min. inhibition, % at 12.5 µM. hit rate 0.54% among 310,000. AID 743445; in the data active = inhibition above about 50%
CDK5 inh = blocks human CDK5/p35 kinase activity. Q00535+Q15078. Recombinant CDK5/p35, ADP-Glo luminescence, 60 min. inhibition, % at 10 µM. hit rate 0.01% among 330,000;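 active = highest replicate inhibition of at least 50% and at least 75% of replicates reaching 50%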;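 note: plate controls were DMSO neutral control for no effect and GW8510 at 10 µM for full effect; many of its hits are not listed in these tables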
Target sequence (Q00535 whole entry, looked up): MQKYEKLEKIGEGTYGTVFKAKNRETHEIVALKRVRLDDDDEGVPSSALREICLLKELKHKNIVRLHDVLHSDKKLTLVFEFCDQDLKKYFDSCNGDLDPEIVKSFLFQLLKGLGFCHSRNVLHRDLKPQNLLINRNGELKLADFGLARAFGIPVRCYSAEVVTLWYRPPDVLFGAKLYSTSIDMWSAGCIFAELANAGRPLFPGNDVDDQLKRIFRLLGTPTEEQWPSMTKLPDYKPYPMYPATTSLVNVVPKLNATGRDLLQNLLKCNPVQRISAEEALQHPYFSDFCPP
Target sequence (Q15078 whole entry, looked up): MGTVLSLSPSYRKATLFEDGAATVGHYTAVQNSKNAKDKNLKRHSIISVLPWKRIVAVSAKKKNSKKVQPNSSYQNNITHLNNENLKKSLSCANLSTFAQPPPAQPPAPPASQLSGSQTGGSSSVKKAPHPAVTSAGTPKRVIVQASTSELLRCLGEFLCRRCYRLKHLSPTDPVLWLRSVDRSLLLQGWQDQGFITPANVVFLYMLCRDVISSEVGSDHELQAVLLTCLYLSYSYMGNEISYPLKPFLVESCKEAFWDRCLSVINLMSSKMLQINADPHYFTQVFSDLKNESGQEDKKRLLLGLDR
DSG3 Ab inh = blocks pemphigus antibody binding to human desmoglein-3; hit rate 0.48% among 310,000; DSG3-coupled beads, scFv-anti-DSG3-GFP binding, flow cytometry; active compounds read low; P32926; AID 588358; binding (percent of control), % at 10 µM;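 active = binding more than 3 SD below its plate's average and above zero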;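 note: hits lower antibody fragment binding to DSG3; some compounds called inactive have numbers as strong as hits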
SR-BI DiI-HDL act = activators of SR-BI mediated HDL lipid uptake; CHO ldlA[mSR-BI] cells, DiI-HDL uptake fluorescence, 3 h; 100 = double the neutral-control signal; activation, % at 12.5 µM; hit rate 0.096% among 320,000;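 active = mean replicate activation of at least 60% and every replicate at or above 60%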;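 note: 0% = median plate neutral-control signal and 100% = twice that signal; values of inactives mirror those of a sister screen read the other way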
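Test system: SR-BI-overexpressing, LDLR-lacking CHO cells. Measured by: DiI fluorescence, bottom read. Medium: Ham's F12 with 0.5% BSA, HEPES 25 mM, pH 7.4. Timing: 3 h uptake period with compound, 37 °C.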
SR-BI DiI inh = mouse SR-BI HDL lipid transfer inhibition; hit rate 0.96% among 320,000; ldlA[mSR-BI] CHO cells, DiI-HDL uptake fluorescence, 3 h; Q61009; AID 488896; inhibition, % at 12.5 µM;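 active = mean replicate inhibition of at least 70% and a set share of replicates each scoring 70 or more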;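 note: 0% = median of neutral control wells and 100% = median of positive control wells; values of inactives mirror those of a sister screen read the other way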
PKA-R2B act = PKA-R2B complex activation; P22694+P31323; PKA-R2B holoenzyme dissociation, Cy5-IP20 fluorescence polarization; R2B truncated from residue 108, S112A mutant; 0% DMSO only, 100% 113 µM cGMP; activation, % at 11.4 µM; hit rate 0.079% among 340,000;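 active = activation above a cutoff set at the mean over all compounds plus 3 SD, cut at about 18% in these data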;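 note: higher means more holoenzyme dissociation and a rise in polarization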
SUMO Mot1 rescue = SUMOylation pathway inhibition by Mot1-301 growth rescue | S. cerevisiae Mot1-301 growth rescue, ATP luminescence, 38.5C; percent above DMSO median, 100 means doubled | AID 2716 | growth rescue, % at 18.8 µM | hit rate 1% among 320,000;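 active = every valid replicate shows activation above 250% relative to neutral control wells; inactive = the rest, any valid replicate at or below 250%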;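 note: OY570 slx delta 5 strain wells were the positive control but not used for scaling; some compounds called inactive have numbers as strong as hits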
* = called active by the depositor; . = not tested or not shown; & = joins results of further samples. No enrichment for hits. Share with any hit: about 4.7%.

dFosB act	MITF TRPM1 HTS	PKA-R1A act	Arr AP2 block	NSD2 HMT inh	CDK5 inh	mol	DSG3 Ab inh	SR-BI DiI-HDL act	SR-BI DiI inh	PKA-R2B act	SUMO Mot1 rescue
1	0	10	16	0	0.0	CC1(C)CC(=O)C2=C(C1)Nc1ccccc1NC2c1cccnc1 (configuration not stated)	73	-11	11	1	1
-4	2	5	-9	1	0.4	CCCNC(=O)c1ccc(C2SCC(=O)N2CCc2ccccc2)cc1 (configuration not stated)	112	-47	47	-4	2
2	-8	-9	1	3	-2.4	CCCCNc1ccc2nsnc2c1[N+](=O)[O-]	88	34	-34	-7	9
5	-94	-13	-8	13	-1.5	CC(C)N1CCc2c(sc(NC(=O)c3ccc([N+](=O)[O-])o3)c2C(N)=O)C1	.	33	-33	-7	1
-9	-7	2	-11	-2	4.2	COc1ccc2nc(C)cc(SCC(=O)N3CCCCC3)c2c1	98	-44	44	-11	-2
-9	-18	3	6	7	0.5	C=CCNc1nnc(Sc2ncccc2[N+](=O)[O-])s1	98	-12	12	6	-10
-6	-3	-9	3	-1	-1.1	O=C(Nc1ccon1)c1cccc(S(=O)(=O)N2CCCCC2)c1	100	-5	5	-4	-10
2	-11	-7	6	0	0.0	COc1ccc(OC)c(C(c2c(C)[nH][nH]c2=O)c2c(C)[nH][nH]c2=O)c1	104	-2	2	6	-3
-1	-14	-5	-13	2	-3.8	C[C@@H]1CN(C(=O)c2nc3ccc(Cl)cn3c2CN(C)CCc2cnn(C)c2)C[C@H](C)O1	96	14	-14	4	4
-4	20	-4	13	-1	-4.7	S=C(NC1CCCCCC1)NC1CCCC1	104	27	-27	4	-6
-2	.	1	1	4	1.3	CC1(c2ccc(OC(F)F)cc2)NC(=O)N(CC(=O)Nc2ccccc2)C1=O (configuration not stated)	106	.	.	2	187
-4	-3	-12	6	-3	1.4	O=C(/C=C/c1ccccc1)NC(=S)NNS(=O)(=O)c1ccccc1	99	1	-1	-1	9
-2	-9	-9	-3	18	-2.2	O=C(c1cccc(S(=O)(=O)N2CCN(c3ccc(F)cc3)CC2)c1)N1CCCCCCC1	101	24	-24	-2	22
-6	-14	1	2	1	1.2	CCOC(=O)N1CCN(C(=O)c2oc3ccc(S(=O)(=O)N4CCCCC4)cc3c2C)CC1	103	-5	5	-2	16
-4	-5	-6	-11	-1	0.8	O=C(CN1C(=O)c2ccccc2S1(=O)=O)Nc1ccccn1	103	15	-15	-2	232
2	.	2	-17	-1	-0.1	COc1ccc(NC(C)=O)cc1S(=O)(=O)NC(Cc1ccccc1)C(=O)NC(C)c1ccccn1 (configuration not stated)	107	21	-21	4	.
-12	64	-4	7	0	-0.6	O=C(Nc1nsc(-c2ccccc2)n1)c1ccc(F)cc1	113	2	-2	4	-15
-8	-1	-8	-3	.	-2.5	CCNC(=O)CSc1nnc(-c2cccc(S(=O)(=O)N(CC)CC)c2)n1CCc1ccccc1	119	21	-21	-5	-16
-2	1	5	-1	.	-1.3	COc1ccc(C2CC(c3cc(Br)ccc3F)n3nnnc3N2)cc1 (configuration not stated)	105	-8	8	-6	35
0	7	3	-10	-1	0.6	CC(C)C1N(c2ccccc2)C(N)=C(C#N)C1(C#N)C#N (configuration not stated)	77	-28	28	-5	-10
-4	.	-14	-1	-2	-1.8	Cc1ccc(S(=O)(=O)N(C)CC(=O)O/N=C(\N)c2cccc([N+](=O)[O-])c2)cc1	.	-2	2	2	1
-5	-4	-12	2	-6	2.0	O=C(O)c1cccc(NC(=O)c2ccc(S(=O)(=O)c3ccccc3)cc2)c1	98	40	-40	5	0
0	-1	0	-16	2	-0.9	CN(C)CCn1c2c(c(SCC(=O)Nc3cccc4ccccc34)nc1=O)CCC2	95	19	-19	12	-7
-10	8	-1	18	.	-1.7	CCC1(CC)NC(=O)N(CC(=O)OCC(=O)Nc2cc(C)ccc2C)C1=O	.	7	-7	4	-7
6	-9	-19	11	5	2.9	Cc1cc(C)c2c(c1)-c1c(ssc1=S)C(C)(C)N2C(=O)CN1C(=O)c2ccccc2C1=O	84	-42	42	-10	-10
-8	.	2	1	0	1.0	CN(c1ccccc1)S(=O)(=O)c1cccc(C(=O)NC2CC(C)(C)NC(C)(C)C2)c1	.	11	-11	7	35
-6	.	-8	0	4	1.1	C=C(C)C1CC=C(CN2CCN(Cc3ccccc3)CC2)CC1 (configuration not stated)	102	-1	1	-8	-15
1	.	1	-5	1	0.9	COc1ccc(NS(=O)(=O)c2ccc3[nH]c(=O)[nH]c3c2)cc1	98	-8	8	3	37
-6	.	7	15	.	-2.0	Cc1cccc(NC(=O)c2ccc3nc(N4CCOCC4)sc3c2)c1C	93	-5	5	-2	-11
-13	15	4	0	2	0.6	O=[N+]([O-])c1ccccc1S(=O)(=O)Nc1ccc(-c2ccc(N3CCCC3)nn2)cc1	115	-8	8	-6	212

Brought forward from above: 2 entries, followed by the next part.
dFosB act	MITF TRPM1 HTS	PKA-R1A act	Arr AP2 block	NSD2 HMT inh	CDK5 inh	mol	DSG3 Ab inh	SR-BI DiI-HDL act	SR-BI DiI inh	PKA-R2B act	SUMO Mot1 rescue
-6	.	7	15	.	-2.0	Cc1cccc(NC(=O)c2ccc3nc(N4CCOCC4)sc3c2)c1C	93	-5	5	-2	-11
-13	15	4	0	2	0.6	O=[N+]([O-])c1ccccc1S(=O)(=O)Nc1ccc(-c2ccc(N3CCCC3)nn2)cc1	115	-8	8	-6	212
-6	2	-10	-5	.	0.4	C=CCn1c(=NC(=O)CN2C(=O)CCC2=O)sc2cccc(OC)c21	101	6	-6	0	-22
-3	-18	0	-7	-3	0.8	CCC(O)CC(C(=O)NNc1ccccc1)C(=O)NNc1ccccc1 (configuration not stated)	98	16	-16	0	268*
-22	-2	2	-2	0	-1.1	COc1ccc(CN2CCN(Cc3nc4ccccc4s3)CC2CCO)c(C)c1C (configuration not stated)	105	-1	1	0	-18
8	8	-3	34	2	2.2	Cc1ccccc1/[N+]([O-])=C/c1ccncc1	93	1	-1	-8	.
-12	1	9	4	-3	0.7	CCC1CCc2c(c3ccccc3[nH]c2=O)O1 (configuration not stated)	96	25	-25	10	4
2	14	4	0	.	0.3	COCCNc1nc(-c2cc(-c3ccccc3)on2)cc(C(C)C)n1	95	-43	43	-14	-6
-4	10	6	-1	16	-1.5	Cc1nn(CC(=O)N2CCN(c3cccc(C(F)(F)F)c3)CC2)c(=O)c2cccn12	.	-24	24	1	1
3	-6	3	3	0	-1.2	Cc1c(NC(=O)c2n[nH]c(=O)c3ccccc23)c(=O)n(-c2ccccc2)n1C	102	11	-11	5	-11
-9	5	-4	0	0	2.9	O=C(Cc1cccs1)N/N=C/c1ccc(OCc2ccccc2)cc1	99	-28	28	-4	-3
-6	-1	0	-2	0	-2.2	CN(C(=O)COC(=O)c1cc(S(=O)(=O)N(C)C)ccc1Cl)C1CCS(=O)(=O)C1 (configuration not stated)	102	-9	9	14	-3
0	.	-13	-11	4	3.7	CCN(CC)c1ccc(/C=N/NC(=O)c2ccoc2C)cc1	105	-7	7	-2	-15
0	5	-3	-1	-1	-2.6	O=C(CO)N/N=C/c1ccccc1F	102	-15	15	-4	1
4	10	-5	-6	2	0.8	CC(NC(=O)c1cc(F)c(F)cc1Cl)C1CC2CCC1C2 (configuration not stated)	97	-11	11	-7	9
-5	2	12	-5	-2	-2.2	COc1cc(CO)ccc1OCC(=O)Nc1cccc2ccccc12	.	0	0	1	314*
1	3	-10	24	2	0.0	O=C(c1ccc2ccccc2n1)N1CCN(c2ccccc2O)CC1	.	-9	9	-6	0
-24	-19	-2	-4	-1	-0.9	O=C(c1ccco1)N1CCN(c2c(-c3ccccc3)c3cc(Cl)ccc3[nH]c2=O)CC1	88	-9	9	-3	1
-1	.	-2	-7	-2	-6.7	CC(C)CC(=O)NC(=S)Nc1ccc(CN2CCOCC2)cc1	109	-4	4	-12	2
-14	42	2	2	-2	-6.5	CCCCOC(=O)c1ccc(NC(=O)COC(=O)C2CSC3(C)CCC(=O)N23)cc1 (configuration not stated)	94	-7	7	-9	-4
2	-5	-2	4	12	-0.8	COc1ccc(N2CCN(C(=O)COC(=O)c3oc4ccc(OC)cc4c3C)CC2)cc1	95	-48	48	-4	-2
0	27	-7	-3	8	-3.1	CSc1cccc(NC(=O)Cn2cccc2)c1	101	-3	3	-6	-5
7	57	1	11	.	-0.7	C#CCN(C)CCCOc1ccc(Cl)cc1Cl	107	-10	18	7	-16&3
-3	-6	-2	-5	7	-0.4	Cc1ccc(C(=O)Nc2ccccc2N2CCN(C(=O)C(C)C)CC2)cc1C	101	-40	40	3	8
-6	-10	1	-2	1	2.2	CCCOC(=O)/C=C/c1c(C)[nH]c(=O)[nH]c1=O	103	36	-36	-6	13

From PubChem BioAssay
